# Source: PubChem (National Center for Advancing Translational Sciences (NCATS))
# CBFb-RUNX1 inh – inhibitors of human CBF-beta and RUNX1 interaction; Q01196+Q13951; AlphaScreen CBFb-His/RUNX1-biotin binding, biochemical; Potency, µM (highest dose often 59.8 µM), without a hit: top-dose activity, negative = inhibition, actives largely listed as inhibitors; 230,000 tested, under 10 active; AID 1477; also: % of control where 0% means no effect
# Target sequence (Q01196 whole entry, looked up): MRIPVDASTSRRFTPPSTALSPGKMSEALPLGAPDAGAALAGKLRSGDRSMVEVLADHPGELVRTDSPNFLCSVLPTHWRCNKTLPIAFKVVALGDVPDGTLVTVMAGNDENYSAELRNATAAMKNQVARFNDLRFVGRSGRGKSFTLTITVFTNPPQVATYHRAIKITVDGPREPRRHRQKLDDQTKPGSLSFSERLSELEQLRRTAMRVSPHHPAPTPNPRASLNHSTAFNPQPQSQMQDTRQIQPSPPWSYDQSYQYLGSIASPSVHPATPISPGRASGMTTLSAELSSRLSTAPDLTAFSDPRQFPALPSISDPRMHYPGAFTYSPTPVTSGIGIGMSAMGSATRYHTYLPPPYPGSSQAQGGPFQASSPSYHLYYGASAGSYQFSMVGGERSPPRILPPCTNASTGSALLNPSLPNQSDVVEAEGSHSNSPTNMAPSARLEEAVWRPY
# Target sequence (Q13951 whole entry, looked up): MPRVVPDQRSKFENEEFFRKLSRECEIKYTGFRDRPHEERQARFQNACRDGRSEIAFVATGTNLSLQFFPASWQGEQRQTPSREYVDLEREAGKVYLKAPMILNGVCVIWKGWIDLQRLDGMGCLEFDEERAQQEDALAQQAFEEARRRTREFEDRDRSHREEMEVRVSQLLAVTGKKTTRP
#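 Room-temperature protein-protein interaction test with 30 nM each of His-tagged CBF-beta and biotinylated RUNX1, 15 min with compound, then 90 min with nickel plus streptavidin beads. Signal read in AlphaScreen mode.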
# LMNA splice mod – changes lamin A minigene splicing in HeLa cells. HeLa LMNA splicing GFP/RFP minigene ratio, 48 h. Potency, µM (doses to about 46.1 µM), for the others: at the highest dose ratio change, negative = inhibition, usual class: inhibitors. 0.01% of 200,000 active; active = well fitted inhibition curve with a large enough effect in the signal ratio, with a control signal flat, not every such curve was filed as active; inconclusive = small, poorly fitted or top-dose-only effect, or effect the other way, or a change in a side signal; the % refers to the signal ratio; also: potency is read from the fitted curve at half-maximal effect; % is scaled to controls: 0 for no effect and ±100 for the full control effect
#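 S3 HeLa cells stably expressing lamin A-EGFP splicing minigene plus DsRed2, 600 cells/well, 48 h compound exposure at 37C. Laser-scanning cytometry; analysed as GFP (500-530 nm)/RFP (575-640 nm) total intensity ratio; 0.5% DMSO vehicle.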
# HTT ATP protect – Huntington cell model cytoprotection by ATP luminescence. AID 1471. 0.14% of 230,000 active. PC12 HTT-Q103 induced, cytoprotection, ATP luminescence, 40 h. Potency, µM (series often up to 56.4 µM), for inactives: cytoprotection (ATP increase), usual class: activators;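 also: potency is read from the fitted curve at half-maximal effect; % of control where 0% means no effect; nearly all actives have a fitted effect of over 45% in size; toxic huntingtin expression switched on by the ecdysone agonist tebufenozide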
#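 Huntington model: PC12 line, ecdysone-inducible HTTQ103 exon1–GFP, tebufenozide 100 nM. Test articles in a dose series. Endpoint luminescence from cellular ATP.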
# aGlu spleen mod – lysosomal alpha-glucosidase (human) modulation | Potency, µM (doses to about 79.9 µM), for inactives: at the top dose activity change, negative = inhibition, most hits filed as inhibitors | 0.006% of 240,000 active | P10253 | human spleen homogenate, 4-MU-alpha-glucoside fluorescence;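 also: potency is read from the fitted curve at half-maximal effect; 0% = enzyme with vehicle and -100% = no enzyme basal signal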
#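 AC50 values come from Hill-equation fits of concentration-response data, normalized to no-enzyme and full-activity controls. Enzyme source: 1 ug human spleen homogenate; 1 mM fluorogenic 4-MU glucoside, pH 5.0 citrate buffer, 37 C, 40 min.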
# HTT aggregate – reduces HttQ103-GFP aggregates in PC12 cells | PC12 HttQ103-GFP aggregates, Acumen cytometry, 40 h | Potency, µM (highest dose often 46.1 µM), inactives show at the top dose activity change, negative = inhibition, most hits filed as inhibitors | 1.1% of 220,000 active; also: potency is read from the fitted curve at half-maximal effect; % is scaled to controls: 0 for no effect and ±100 for the full control effect; nearly all actives have a fitted effect of over 60% in size
#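 PC12 cells with ecdysone-inducible HTT exon1 Q103-GFP, induced by 100 nM tebufenozide, given compounds in a concentration series. GFP aggregates (1–25 um, 6 SD above background) counted in lysates by laser-scanning cytometry, 488 nm excitation.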
# GAA inh – inhibitors of human lysosomal alpha-glucosidase; purified human GAA, 4-MU-alpha-glucoside fluorescence; 0.005% of 200,000 active; Potency, µM (series often up to 76.9 µM), for the others: at the top dose activity change, negative = inhibition, actives largely listed as inhibitors; P10253;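 also: potency is read from the fitted curve at half-maximal effect; plate controls were uninhibited enzyme wells for no effect and no-enzyme background for full effect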
#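 qHTS format, compound range up to 77 uM. Human lysosomal enzyme at 4 nM, 400 uM 4-MU glucoside substrate, pH 5.0, 20 min room temperature; fluorescence after alkaline stop gives activity normalized to controls.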
# GAA glycogen – GAA glycogen-cleavage inhibition or activation; P10253; recombinant GAA, glycogen substrate, Amplex Red glucose oxidase fluorescence; Potency, µM (highest dose often 76.4 µM), inactives show top-dose activity change, negative = inhibition, usual class: inhibitors; 0.38% of 300,000 active;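 also: potency is read from the fitted curve at half-maximal effect; 0% = full enzyme reaction and -100% = no-enzyme basal signal; the screen sought inhibitors and activators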
#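 Natural-substrate format: glycogen cleavage by 4 nM human enzyme, glucose read by Amplex Red coupling (Ex 573, Em 610 nm). Normalized to enzyme and no-enzyme controls.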
# Numbers without * were called inactive; ? = inconclusive; · = no result given; [ ] = dose if it differs, or a comment. Unless noted, calls follow the shape of the dose curve; as a rule, active = well fitted curve in the direction sought with a large enough effect; inconclusive = small, poorly fitted or top-dose-only effect, or another doubt; inactive = no such curve, though single readings can be large; an effect the other way counts as inactive or inconclusive.
SMILES,CBFb-RUNX1 inh,LMNA splice mod,HTT ATP protect,aGlu spleen mod,HTT aggregate,GAA inh,GAA glycogen
C=CCc1ccccc1OCC(O)CNC(=O)c1ccccc1C(=O)O (stereo not drawn),2%,·,14%[10 µM],-1%,3%[9.22 µM],·,-1%
CCCCc1n[nH]c2c1C(=O)CC(C)(C)C2,1%,4%,2%,3%,-10%,7%,3%
O=C(O)CC(SCC(=O)Nc1ccc(Cl)c(S(=O)(=O)N2CCOCC2)c1)C(=O)O (stereo not drawn),7%,·,11%[10 µM],2%,5%[9.22 µM],·,-1%
CSCC(C)N1CCC(CO)(CCc2ccccc2)CC1 (stereo not drawn),15%,·,-3%,3%,-14%,-8%,-24%
Cc1ccccc1CS(=O)(=O)CC1(O)CCN(C(=O)c2cccc(C(F)(F)F)c2)CC1,4%,-9%,-12%[10 µM],6%,14%,4%,3%
COc1ccc(Cc2nnc(-c3ccccc3)o2)cc1,7%,·,7%,7%,-2%,2%,-3%
Cc1ccc(-n2cccn2)c([C@@H]2C[C@H]3CN(C)C(=O)[C@]34CCCN24)c1,8%,·,-5%[10 µM],0%,1%[9.22 µM],·,4%
CCc1cc(C(=O)N2CCCC(CNC(=O)c3ccc(-c4ccccc4)cc3)C2)no1 (stereo not drawn),0%,·,-11%,-3%,-19%,-7%,-6%
COc1cccc(C(=O)NCCSc2ccc(C)cc2)c1,3%,3%,·,12%,-24%,4%,-2%
O=C(c1ccccc1)N(Cc1nc2ccccc2c(=O)[nH]1)C1CCCC1,3%,·,4%[10 µM],-1%,1%[9.22 µM],14%,3%
Cc1nc(N)nc(N/N=C/c2ccccc2)n1,5%,·,7%[10 µM],1%,-31%[9.22 µM],·,-6%
Nc1nc(-c2ccccc2)cn1N,4%,9%,-5%,-1%,2%,5%,25%
O=C(NCCN1C(=O)C2C3C=CC(C3)C2C1=O)Nc1ccccn1 (stereo not drawn),1%,-9%,0%[10 µM],2%,?,-4%,2%
CCOc1ccc(S(=O)(=O)N(C)c2ccc(OCC(=O)Nc3nccs3)cc2)cc1,-17%,-22%[46 µM],-14%[10 µM],-2%,8%,-3%,-11%
O=c1[nH]oc2cc(Cl)ccc12,8%,·,16%[10 µM],13%,10%[9.22 µM],·,-3%

# Full records, quoted from the list.
# `COc1ccc(Cc2nnc(-c3ccccc3)o2)cc1` reads CBFb-RUNX1 inh = 7%; LMNA splice mod = ·; HTT ATP protect = 7%; aGlu spleen mod = 7%; HTT aggregate = -2%; GAA inh = 2%; GAA glycogen = -3%
# `CCOc1ccc(S(=O)(=O)N(C)c2ccc(OCC(=O)Nc3nccs3)cc2)cc1` reads CBFb-RUNX1 inh = -17%; LMNA splice mod = -22%[46 µM]; HTT ATP protect = -14%[10 µM]; aGlu spleen mod = -2%; HTT aggregate = 8%; GAA inh = -3%; GAA glycogen = -11%

# Returning to the listing, starting 5 compounds before the break.
SMILES,CBFb-RUNX1 inh,LMNA splice mod,HTT ATP protect,aGlu spleen mod,HTT aggregate,GAA inh,GAA glycogen
Cc1nc(N)nc(N/N=C/c2ccccc2)n1,5%,·,7%[10 µM],1%,-31%[9.22 µM],·,-6%
Nc1nc(-c2ccccc2)cn1N,4%,9%,-5%,-1%,2%,5%,25%
O=C(NCCN1C(=O)C2C3C=CC(C3)C2C1=O)Nc1ccccn1 (stereo not drawn),1%,-9%,0%[10 µM],2%,?,-4%,2%
CCOc1ccc(S(=O)(=O)N(C)c2ccc(OCC(=O)Nc3nccs3)cc2)cc1,-17%,-22%[46 µM],-14%[10 µM],-2%,8%,-3%,-11%
O=c1[nH]oc2cc(Cl)ccc12,8%,·,16%[10 µM],13%,10%[9.22 µM],·,-3%
COc1cc(C(C(=O)NCc2ccccc2)N(Cc2ccco2)C(=O)c2cnccn2)cc(OC)c1OC (stereo not drawn),-13%,·,-30%,·,-21%,-3%,8%
Cc1ccc(OCc2csc(N)n2)cc1,9%,·,-73%[inhibitor],5%,-10%,-6%,-2%
COc1cc2ncnc(NCc3ccccc3Cl)c2cc1OC,2%,·,-31%[inhibitor],5%,5%[9.22 µM],-12%,8%
O=C(Nc1cccnc1)c1ccc(Br)s1,-4%,?,-13%[0.074 µM],-7%,-16%,-7%,-1%
Cn1c(CCN2CCCCC2)nc2cc(NC(=O)Nc3ccccc3)ccc21,-1%,-11%,-6%,-1%,9%,-3%,0%
COCCCNCCCCOc1ccccc1-c1ccccc1,-1%,1%,-15%[10 µM],-1%,-6%,?,2%
Cc1cc(C)c2[nH]c(=O)c(CN(C(=O)C3CCCO3)C3CCCC3)cc2c1 (stereo not drawn),2%,3%,-6%,7%,4%,0%,-15%
NC1=NC[C@@H](Cc2ccc(O)cc2)N1CC1CCCCC1,10%,·,?,-4%,24%[9.22 µM],·,-1%
COc1ccc(-c2csc(N3C(=O)CNC3=S)n2)cc1,6%,12%,·,-8%,20%,-3%,-1%
CCOc1ccc(Cl)cc1S(=O)(=O)N1CCN(c2ccc(F)cc2)CC1,7%,?,-3%[0.074 µM],-17%,-13%,-8%,-8%
O=[N+]([O-])c1cccc(/C=N/Nc2nnc(-c3ccccc3)c(-c3ccccc3)n2)c1,0%,-12%,10%[10 µM],1%,-8%,-1%,2%
c1ccc(CCCNc2ncccn2)cc1,3%,5%,-25%[10 µM],-2%,2%,8%,5%
CCC(=O)Oc1oc(-c2ccccc2)nc1C=Nc1ccccc1OC,2%,4%,-12%,2%,12%,-4%,2%
CCN(CC)S(=O)(=O)c1ccc(S(=O)(=O)Nc2ccc3c(c2)oc2ccccc23)cc1,-10%,?,-10%,-7%,?,-1%,-7%
COCCN(C(=O)Cc1cccs1)c1nnc(-c2cccnc2)s1,4%,?,-19%[10 µM],0%,-18%,-4%,0%
COc1ccc(-n2c(O)c(/C=N/NS(=O)(=O)c3ccc(C)cc3)c3ccccc3c2=O)cc1OC,3%,?,15%[10 µM],-2%,?,-6%,?
Cc1cc(-c2ccn[nH]2)c(C)s1,-1%,·,8%,1%,-14%,?,-8%
Cc1ccccc1CN1CCNC1=O,8%,15%,-3%,3%,-10%,-1%,2%
CCc1ccccc1OCCCOc1ccc(OC)cc1,-1%,?,-13%,-1%,-13%,-2%,20%
COc1ccc(CCN(C)Cc2ccc(OC)c(OCc3ccccc3)c2)cc1OC,-1%,-4%,-8%,2%,-18%,-6%,6%
CCN1CCN(CCCOc2ccc(-c3ccccc3)cc2)CC1,0%,12%,-7%[10 µM],-1%,0%,-6%,5%
COc1cccc(NC(=O)CSc2nc(N)cc(N)n2)c1,5%,-2%,7%,3%,-15%,-5%,6%
CCOC(=O)C1CCN(C(c2ccc(OC)c(OC)c2)c2sc3nc(C)nn3c2O)CC1 (stereo not drawn),-7%,-8%,12%[10 µM],5%,3%,8%,5%
Cc1[nH]c2ccccc2c1C(=O)CN1CCC(C(N)=O)(N2CCCCC2)CC1,4%,1%,-5%,3%,6%,-5%,5%
COC(=O)c1ccc(OC(=O)CS(=O)c2ccccc2[N+](=O)[O-])cc1 (stereo not drawn),-5%,·,29%[10 µM],-2%,12%[9.22 µM],·,7%
N/C(CCN1CCCCC1)=N/O,5%,-1%,-1%,-7%,2%,3%,2%
COc1ccc(OC)c(NC(=O)Cn2cnc3c(cnn3-c3ccccc3)c2=O)c1,-5%,-3%,4%[10 µM],-9%,1%,3%,-2%
CC1=C(C(=O)N2CCOCC2)C(c2ccccc2F)C2=C(CC(C)(C)CC2=O)N1 (stereo not drawn),1%,-4%,-5%,4%,6%,?,-4%
O=C(Nc1ccccc1N1CCCC1)c1ccc(Cl)cc1Cl,-1%,2%[46 µM],-17%[10 µM],-3%,-26%[9.22 µM],8%,-10%
CCOC(=O)c1sc(N)nc1C(C)(C)C,2%,2%,0%,-5%,5%,-1%,3%
Cn1ccnc1Sc1cc(NCCCO)c([N+](=O)[O-])c2nonc12,-9%,·,-187%[inhibitor],-2%,?,0%,-1%
CCCNC(=O)c1cn(CC)c2cc(N3CCN(C)CC3)c(F)cc2c1=O,1%,8%,11%,7%,2%,-1%,-8%
Nc1c(C(=O)Nc2ccc(Cl)c(Cl)c2)sc2nc(-c3cccnc3)ccc12,7%,2%,12%[10 µM],-4%,3%,2%,3%
O=C(O)Cc1ccc(N=Cc2c(O)ccc3ccccc23)cc1,14%,-4%,38%[10 µM],-6%,15%,-21%,2%
Cc1ccc2c(Cl)cc(Cl)c(OCC(=O)NCCc3ccccn3)c2n1,8%,-14%[46 µM],-34%,-9%,-6%,2%,4%
CC(C)OC(=O)Nc1ccc(-c2ccc(NC(=O)OC(C)C)cc2Cl)c(Cl)c1,6%,·,5%[10 µM],3%,25%[9.22 µM],·,-5%
COc1ccc(Cc2nnc(SCC(=O)N3CCN(c4ccccc4)CC3)o2)cc1,1%,?,-2%[0.074 µM],?,-12%,-10%,7%
CN1CCC/C1=C1/C(=O)N(c2ccccc2)N=C1NC(=O)Nc1cccc(Cl)c1,3%,-1%[46 µM],-17%,-2%,6%,5%,3%
COc1ccccc1[C@@H]1C(c2ccccc2)=NN(c2ccc(Br)cc2)[C@H]1C(=O)N1CCOC1=O,?,·,-6%[40.3 µM],-5%,·,·,·
CSc1ccccc1NC(=O)C(=O)c1c[nH]c2ccccc12,5%,-3%[46 µM],-52%[inhibitor],-8%,-8%,?,-9%
Cc1cc(-c2ccc(Br)cc2)n[nH]1,10%,6%[46 µM],-15%,8%,9%,5%,-5%
Cc1nc(-c2ccc(S(=O)(=O)N3CCN(C4c5ccccc5-c5ccccc54)CC3)s2)cs1,5%,·,18%[10 µM],-2%,-19%[9.22 µM],·,-2%
C/C(=N\NC(=S)NC(C)C)c1ccccc1,7%,·,-7%[10 µM],1%,-12%[9.22 µM],·,-16%
